D1 ag: human D1 receptor agonism | P21728 | HEK293 T-REx D1 cells, calcium flux, agonist mode | activation, % at 2 µM | 360,000 compounds, 1% hits; in the data active = activation above about 30%; note: 0% is about no effect
Target sequence (P21728 whole entry, looked up): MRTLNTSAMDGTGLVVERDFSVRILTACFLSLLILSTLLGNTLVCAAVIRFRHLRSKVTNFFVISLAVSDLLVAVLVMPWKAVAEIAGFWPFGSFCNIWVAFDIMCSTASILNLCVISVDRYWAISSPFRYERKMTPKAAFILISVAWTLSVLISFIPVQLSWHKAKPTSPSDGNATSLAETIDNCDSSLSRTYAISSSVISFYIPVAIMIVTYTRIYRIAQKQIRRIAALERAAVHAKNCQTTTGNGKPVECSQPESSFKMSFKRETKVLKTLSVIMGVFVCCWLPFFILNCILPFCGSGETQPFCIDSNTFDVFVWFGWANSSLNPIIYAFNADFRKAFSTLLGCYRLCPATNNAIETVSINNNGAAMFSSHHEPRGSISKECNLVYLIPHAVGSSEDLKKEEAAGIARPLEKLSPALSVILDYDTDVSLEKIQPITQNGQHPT
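Tetracycline-induced HEK293 TREx D1 cells, force-coupled to calcium signalling, were dye-loaded with a no-wash calcium kit. Compound was pin-added after a 10 s baseline. Fluorescence was read kinetically at 1 cycle/s for 180 s, with calcium rises flagged as agonism.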
D1 antagonist: human D1 dopamine receptor antagonism; AID 504652; activity change, negative = inhibition, % at 10 µM; HEK293 TREx D1 cells, calcium flux, dopamine EC80; stronger effect = lower value; P21728; 360,000 compounds, 3.2% hits; in the data active = activity change below about -30%; note: % is set by controls: 0 for no effect and ±100 for the full control effect
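Kinetic fluorescence of a calcium dye serves as the read-out. D1-expressing Hek293 Trex cells, induced overnight at 30 C, are exposed to compound for 180 s before an EC80 dopamine addition, then read 180 s further.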
TRHR PAM: allosterically enhances the human TRH receptor | TRHR cells, fluo-8 calcium fluorescence, EC20 TRH enhancement | 360,000 compounds, 0.66% hits | enhancement, % at 2 µM | P34981; in the data active = enhancement above about 30%; note: 0% is about no effect
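Enhancer read-out: after compound pinning and an initial kinetic agonist-mode read, an EC20 of TRH (10 nM final) was injected and fluo-8 calcium signal (Ex 480/Em 530) followed at 1 s/cycle for 100 cycles in TRHR-expressing cells.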
D2 antagonist: antagonists of human D2 dopamine receptor | inhibition, % at 10 µM | 340,000 compounds, 2% hits | HEK293 TREx D2 cells, calcium flux, dopamine EC80 | P14416 | AID 485344; in the data active = inhibition above about 30%; note: 0% is about no effect
Target sequence (P14416 whole entry, looked up): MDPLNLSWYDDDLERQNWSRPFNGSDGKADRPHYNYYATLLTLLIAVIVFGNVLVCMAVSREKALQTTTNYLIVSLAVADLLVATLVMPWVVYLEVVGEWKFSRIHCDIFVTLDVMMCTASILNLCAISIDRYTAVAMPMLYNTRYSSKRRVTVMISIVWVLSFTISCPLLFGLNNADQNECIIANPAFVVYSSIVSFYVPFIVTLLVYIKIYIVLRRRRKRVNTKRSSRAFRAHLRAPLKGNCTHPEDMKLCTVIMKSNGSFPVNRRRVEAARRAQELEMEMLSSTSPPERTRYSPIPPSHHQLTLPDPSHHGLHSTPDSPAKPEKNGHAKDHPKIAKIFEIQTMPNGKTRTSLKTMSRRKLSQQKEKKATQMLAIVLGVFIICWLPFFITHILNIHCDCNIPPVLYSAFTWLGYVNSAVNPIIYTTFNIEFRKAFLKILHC
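Inhibition of EC80 dopamine-driven calcium flux, recorded kinetically, defines activity here; cells are a tetracycline-induced HEK293 T-REx line expressing force-coupled D2.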
RXFP1 ag: activates the human relaxin receptor RXFP1. Potency, µM (titrated, usually from 57.5 µM), for inactives: top-dose activation, most hits filed as activators. AID 2676. 370,000 compounds, 0.3% hits. HEK293T-RXFP1 cAMP TR-FRET, 30 min; response scale: percent of porcine relaxin response, buffer zero; active = well fitted activation curve with a large enough effect; inconclusive = small, poorly fitted or top-dose-only effect; note: potency is the fitted concentration of half-maximal effect; % is set by controls: 0 for no effect and ±100 for the full control effect; nearly all actives have a fitted effect of over 60% in size; many of its hits are not listed in these tables
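HEK293T cells stably expressing RXFP1 were pretreated with the PDE4 inhibitor Ro 20174, exposed to compounds for 30 min at 37C, lysed, and cAMP was read by TR-FRET. Data normalized to buffer (basal) and 29 nM porcine relaxin (100%).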
D2 PAM: positively modulates the human D2 dopamine receptor allosterically; HEK293 T-REx D2, calcium flux, EC20 dopamine potentiation; 340,000 compounds, 0.34% hits; potentiation, % at 10 µM;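 active = potentiation over 3 SD above the plate norm, cut at about 30% in these data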; note: 0% is about no effect
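Tetracycline-induced HEK293 T-REx cells force-coupled to calcium signalling expressed D2; compounds were pin-added after a 10 s baseline, read kinetically 180 s, then an EC20 dopamine challenge followed with a further 180 s calcium read.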
D2 ag: agonists of human D2 dopamine receptor; HEK293 T-REx D2 cells, calcium flux agonist mode; AID 485358; activation, % at 2 µM; P14416; 340,000 compounds, 0.53% hits;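 active = activation over 3 SD above normal in the single-dose calcium agonist read, cut at about 30% in these data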; note: 0% is about no effect
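Calcium-flux readout, 1 cycle/sec over 180 s following compound pin transfer, in inducible HEK293 Trex D2 cells (force-coupled); dopamine controls included. Positive calcium responses during this window marked compounds as potential agonists.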
D1 PAM: human D1 dopamine receptor positive modulation; potentiation, % at 10 µM; 360,000 compounds, 0.036% hits; P21728; HEK293 TREx D1 cells, calcium flux, dopamine EC20 potentiation; in the data active = potentiation above about 30%; note: 0% is about no effect
RXFP1 antagonist: antagonists of human relaxin receptor RXFP1; HEK293-RXFP1, relaxin-stimulated cAMP HTRF, 30 min; stronger effect = lower value; activity change, negative = inhibition, % at 57.5 µM; 350,000 compounds, 0.59% hits;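 active = activity change of -60% or lower, but not beyond a set lower limit; inconclusive = change between -60% and -40%, or beyond the set limit; inactive = change above -40%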; note: % is set by controls: 0 for no effect and ±100 for the full control effect
* hit, by the source's call; ? = inconclusive; nt = no result given. A portion of the library, so the mix of outcomes need not match the whole.

1. Cc1cccc(-c2n[nH]c(=S)n2C)c1
2. CCCC(C)NC(=O)COC(=O)c1ccc2c(c1)C(=O)N(Cc1ccco1)C2=O (stereo not drawn)
3. CC(C)(C)C1CCC(C(=O)NCC(c2cccs2)N2CCOCC2)CC1 (stereo not drawn)
4. COc1ccc(-n2ccc(-c3nn(-c4cccc(C(F)(F)F)c4)ccc3=O)n2)cc1
5. COc1ccc2[nH]c(=O)c3c(c2c1)OC(C)(C)C=C3
6. CCOC(=O)CSc1nc(-c2cccs2)nc2c1c(=O)n(C)c(=O)n2C

compound no.	1	2	3	4	5	6
D1 ag	1	3	-2	1	1	2
D1 antagonist	2	-6	7	16	-7	9
TRHR PAM	-5	15	7	10	2	-3
D2 antagonist	-11	20	-9	-12	-21	-11
RXFP1 ag	8.7%	-5.1%	0.3%	4.1%	1.7%	15%
D2 PAM	-9	3	-11	11	8	9
D2 ag	2.5	-1.5	0.1	0.1	-0.7	-0.5
D1 PAM	-4	-3	-6	0	-6	-5
RXFP1 antagonist	-9	-24	-1	-2	-9	4

7. CCN(CC)CCCNC(=O)c1cn(C)c(=O)c2c1c1ccccc1n2C
8. O=C(Nc1ccccc1F)c1oc2ccccc2c1NC(=O)C12CC3CC(CC(C3)C1)C2
9. CC(=O)Oc1c(Sc2ccccc2[N+](=O)[O-])c(C)nn1C(C)(C)C
10. O=C(CCC1CCCN(C(=O)c2ccc3cc[nH]c3c2)C1)NCc1ccc(F)c(F)c1 (stereo not drawn)
11. CN(C)S(=O)(=O)c1cccc(NC(=S)Nc2ccc(Cl)cc2Cl)c1
12. O=C(CSc1nnc(COc2ccc3c(c2)CCCC3)o1)Nc1ccc(F)cc1

compound no.	7	8	9	10	11	12
D1 ag	0	2	2	1	2	5
D1 antagonist	11	8	6	-18	-7	-14
TRHR PAM	-7	13	58*	-9	3	-6
D2 antagonist	11	nt	-18	13	-25	-3
RXFP1 ag	-2.3%	2.6%	-1.3%	0.9%	1.8%	1.3%
D2 PAM	3	15	-3	-2	1	-2
D2 ag	1.9	0.9	-1.0	0.3	0.7	0.9
D1 PAM	0	3	0	-5	-5	4
RXFP1 antagonist	6	nt	-22	9	-1	-27

13. CCc1ccc(NC(=O)CC2C(=O)N(c3ccc(OC)cc3)C(=O)N2Cc2ccc(OC)cc2)cc1 (stereo not drawn)
14. CCOC(=O)c1c(NC(=O)/C=C/C(=O)O)sc(C)c1-c1ccc(C)c(C)c1
15. CCc1ccc(-n2nc3cc(C)c(NC(=O)c4cc(OC)cc(OC)c4)cc3n2)cc1
16. COc1ccc(C(=O)Nc2ccccc2C(=O)NCCN2CCOCC2)cc1OC
17. COc1ccc(C(=O)Nc2cc(C)nn2-c2ccc(C)cc2)cc1
18. Cc1c(C(=O)N2CCC(C)CC2)sc2ncnc(N(C)c3ccccc3)c12

compound no.	13	14	15	16	17	18
D1 ag	1	2	0	2	3	1
D1 antagonist	2	9	0	-1	-3	9
TRHR PAM	-3	-1	0	5	9	4
D2 antagonist	nt	0	nt	-4	8	2
RXFP1 ag	-0.9%	-3.3%	24%	1.2%	-0.4%	10%
D2 PAM	-7	5	-2	0	4	6
D2 ag	0.3	0.3	nt	-0.1	0.9	-0.3
D1 PAM	2	-2	0	-2	nt	0
RXFP1 antagonist	-4	-2	0	2	-21	-6

Values by screen from the list:
Nos. 6 to 11 in RXFP1 ag: 15%, -2.3%, 2.6%, -1.3%, 0.9%, 1.8%
Nos. 6 to 11 in D1 ag: 2, 0, 2, 2, 1, 2
Nos. 6 to 11 in D1 antagonist: 9, 11, 8, 6, -18, -7

More compounds follow:
19. COc1ccc(Br)cc1/C=C/C(=O)Nc1c(C)cccc1C
20. CCN(CC)c1c([N+](=O)[O-])c(=O)oc2ccccc12
21. CCOc1cccc(=O)c2c(C)n(CC(=O)c3ccccc3)c(C)c12
22. O=C(NNc1nc(Nc2ccccc2)nc(N2CCOCC2)n1)Nc1ccc(Cl)cc1
23. COc1cc(NC(=O)[C@H]2CCCN2S(=O)(=O)c2cccc3cccnc23)cc(OC)c1OC
24. CCOc1ccc(C(=O)NCCC(=O)N2CCC3(CC2)NCCc2[nH]cnc23)cc1

compound no.	19	20	21	22	23	24
D1 ag	3	0	6	7	4	0
D1 antagonist	21	-8	14	10	1	-9
TRHR PAM	-7	1	-1	-24	-1	2
D2 antagonist	-6	nt	-8	-8	6	-25
RXFP1 ag	1.8%	0.7%	0.0%	-1.9%	0.8%	-0.1%
D2 PAM	0	nt	7	10	-6	2
D2 ag	0.2	nt	3.1	0.2	-1.7	0.6
D1 PAM	-8	0	0	-8	3	1
RXFP1 antagonist	24	5	-34	-19	nt	?

25. COc1ccc(S(=O)(=O)Nc2ccc3c(c2)N(C(C)=O)CCC3)cc1
26. CCOC(=O)N1CCN(C(=S)Nc2cc(S(=O)(=O)N3CCOCC3)ccc2Cl)CC1
27. CN(CCCNC(=O)CN1C(=O)CC(C)(C)S(=O)(=O)c2ccccc21)C1CCCCC1
28. CCC(C(=O)NCCc1cc(OC)ccc1OC)n1nc(C)c2c(C)n(-c3ccccc3)nc2c1=O (stereo not drawn)
29. Cc1cc(C)cc(OCC(=O)Nc2ccc(N3CCN(C(=O)c4ccco4)CC3)cc2)c1
30. Cc1oc2ccc(O)c(CN(C)Cc3ccccc3)c2c1C(=O)Nc1ccccc1

compound no.	25	26	27	28	29	30
D1 ag	15	6	4	2	9	-2
D1 antagonist	-27	-17	9	10	-8	-44*
TRHR PAM	5	-1	13	0	4	13
D2 antagonist	-5	7	-14	nt	nt	nt
RXFP1 ag	-0.3%	1.8%	0.6%	-1.4%	-2.7%	1.7%
D2 PAM	-6	-16	7	-7	-1	-2
D2 ag	-0.1	2.1	0.8	-0.6	-0.2	-1.1
D1 PAM	1	0	14	2	-2	-4
RXFP1 antagonist	-1	4	-17	-15	-28	-7

31. CC(=O)c1ccc(NC(=O)Nc2ccc3c(c2)N(C)C(=O)CS3)cc1
32. O=C(NCCCN1CCOCC1)c1sc2cc(F)ccc2c1Cl
33. O=C(Nc1ccnn1C1CCN(Cc2ccccc2F)CC1)C1CCCC1
34. CCOc1cc2c3c(c1)C(C)=CC(C)(C)N3C(=O)C2=O
35. CN(C(=O)CSc1nnc(-c2ccccc2)o1)c1c(N)n(Cc2ccccc2)c(=O)[nH]c1=O
36. COc1ccccc1CNC(=O)N1CCN(S(=O)(=O)c2ccccc2)CC1

compound no.	31	32	33	34	35	36
D1 ag	10	3	1	6	3	2
D1 antagonist	-25	-2	5	-6	14	-8
TRHR PAM	-7	-8	0	4	12	27
D2 antagonist	4	9	-3	-34	26	-1
RXFP1 ag	0.8%	6.5%	-0.2%	-0.6%	-0.4%	0.0%
D2 PAM	-6	0	-2	6	19	2
D2 ag	0.6	1.9	-1.4	0.8	-1.0	-0.8
D1 PAM	-2	-10	-3	-6	1	4
RXFP1 antagonist	-70*	-4	5	-2	-7	-11

37. CN(C1CCCCC1)S(=O)(=O)c1ccc2c(c1)c(=O)c(C(=O)NCCN1CCCC1)cn2C
38. O=C(Nc1ccc2nc(-c3cccs3)[nH]c2c1)c1ccco1
39. Cc1cc(C(=O)OCC(=O)N2CC(=O)Nc3ccccc32)c(C)n1-c1ccccc1
40. CN(C)c1ccc(C(CNS(=O)(=O)c2ccccc2)N2CCc3ccccc32)cc1 (stereo not drawn)
41. Cc1[nH]n(-c2ccccc2)c(=O)c1C(=O)Nc1ccccc1
42. Cc1cc2nnc(SCC(=O)N3CCN(c4ccccc4)CC3)n2c(N)n1

compound no.	37	38	39	40	41	42
D1 ag	8	1	3	-1	1	0
D1 antagonist	7	-9	-8	-5	0	-2
TRHR PAM	-1	16	2	-5	1	1
D2 antagonist	29	0	10	nt	-1	-3
RXFP1 ag	2.5%	2.1%	3.1%	2.3%	1.2%	4.4%
D2 PAM	-11	-5	-4	9	-13	5
D2 ag	1.0	-0.6	-2.0	0.8	-0.6	-0.4
D1 PAM	nt	2	-6	1	5	1
RXFP1 antagonist	-7	1	6	-10	1	-8

43. CC(/C=N/Nc1nnc2c(n1)[nH]c1ccccc12)=C\c1ccco1
44. COc1cccc(CN2CC(C(=O)NCCn3cccn3)CCC2=O)c1 (stereo not drawn)
45. CCCC1=C(C(=O)OCC)C(c2ccncc2)n2ncnc2N1 (stereo not drawn)
46. CCOc1ccc(NC(=O)c2ccc(NC(=O)COC(=O)Cc3ccc(OC)cc3)cc2)cc1
47. O=C(NCC1CCCCC1)c1cc(S(=O)(=O)N2CCCCC2)ccc1Cl
48. COc1ccc(CCN(C)C(=O)Cc2ccc(-c3ccccc3)cc2)cc1OC

compound no.	43	44	45	46	47	48
D1 ag	0	1	0	2	1	10
D1 antagonist	3	11	-27	7	20	-31*
TRHR PAM	1	-7	2	-3	2	-3
D2 antagonist	-8	4	nt	-13	-9	-3
RXFP1 ag	0.6%	3.1%	0.2%	2.4%	0.1%	-0.8%
D2 PAM	16	-4	-9	0	16	nt
D2 ag	0.0	0.4	nt	0.3	-0.4	-3.1
D1 PAM	2	6	-3	1	1	-2
RXFP1 antagonist	-19	0	-1	-18	5	-35

Full records from above.
`O=C(NNc1nc(Nc2ccccc2)nc(N2CCOCC2)n1)Nc1ccc(Cl)cc1` across the screens: D1 ag: 7; D1 antagonist: 10; TRHR PAM: -24; D2 antagonist: -8; RXFP1 ag: -1.9%; D2 PAM: 10; D2 ag: 0.2; D1 PAM: -8; RXFP1 antagonist: -19
`O=C(Nc1ccnn1C1CCN(Cc2ccccc2F)CC1)C1CCCC1` across the screens: D1 ag: 1; D1 antagonist: 5; TRHR PAM: 0; D2 antagonist: -3; RXFP1 ag: -0.2%; D2 PAM: -2; D2 ag: -1.4; D1 PAM: -3; RXFP1 antagonist: 5

The results go on.
49. COc1ccc(C(=O)n2nc(C)cc2C)cc1OC
50. CCc1cc(C=NC2CCCCC2)c(O)s1
51. CCCCC(=O)Nc1nnc(SCC(=O)NC2CC2)s1
52. COc1ccc(NC(=O)c2c(NCc3cccs3)sc3c2CCCCC3)cc1
53. CCNS(=O)(=O)c1c(C)cc(C)c(N(C)S(=O)(=O)c2ccccc2)c1C
54. CC(C)CCNCC(=O)NC(c1ccccc1)c1ccccc1
55. COC(=O)CN1C(=O)[C@H]2[C@@H](c3ccc(C)o3)N3C(=O)CN(Cc4ccccc4)C(=O)[C@@]3(C)[C@H]2C1=O
56. Cc1[nH]nc(NCCO)c1[N+](=O)[O-]

compound no.	49	50	51	52	53	54	55	56
D1 ag	0	5	1	3	-1	8	2	4
D1 antagonist	11	-2	-3	-6	0	26	-16	6
TRHR PAM	-2	3	-1	-2	-10	-3	4	-2
D2 antagonist	17	7	20	nt	-7	nt	-2	1
RXFP1 ag	0.3%	-1.4%	-2.4%	0.3%	-0.4%	1.5%	-0.7%	0.9%
D2 PAM	-12	4	-4	16	-1	nt	-10	-4
D2 ag	0.3	-2.1	0.0	-0.3	-0.5	nt	-0.2	0.7
D1 PAM	-6	-1	-6	1	-2	-6	-4	1
RXFP1 antagonist	21	-10	-2	-24	-8	-10	nt	-21
